Screens as filed in PubChem BioAssay.
LMP1 NFkB inh: inhibitors of Epstein-Barr LMP1-induced NF-kappaB reporter. LMP1-induced NF-kappaB luciferase reporter cells, luminescence. inhibition, % at 12.5 µM. 350,000 compounds, 0.69% hits. AID 504558; in the data active means inhibition above about 41%;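 further: 0% = neutral control wells and 100% = reference inhibitor control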
NR5A2 inv ag: suppresses constitutive activity of human LRH-1; HEK293T StAR-luciferase reporter, LRH-1 transfected, 24 h; O00482; 360,000 compounds, 0.13% hits; inhibition, % at 3.6 µM;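 active means inhibition above the mean inhibition of all tested compounds plus 3 SD, cut at about 73% in these data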;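 further: 0% = DMSO wells and 100% = reporter-only cells lacking LRH-1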
CF NFkB inh: blocks PAF-induced NF-kB reporter in cystic fibrosis cells. KKLEB NF-kB-GFP reporter, GFP fluorescence overnight. inhibition, % at 5 µM. 360,000 compounds, 0.86% hits;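 active means at least 50% inhibition at 5 µM, scaled per plate between neutral and stimulator controls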;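 further: PAF is a Pseudomonas aeruginosa culture filtrate used as stimulus; plate controls were PAF-stimulated DMSO wells for no effect and unstimulated DMSO wells for full effect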
SRC2 inh: inhibits human steroid receptor coactivator 2. Q15596. HEK293 GAL4-SRC2 luciferase reporter, luminescence. inhibition, % at 9 µM. 370,000 compounds, 0.17% hits. AID 651957;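 active means inhibition above the mean inhibition of all tested compounds plus 3 SD, set per campaign, cut at about 52% in these data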;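 further: 0% = DMSO treated cells and 100% = cells given Gossypol at 36 µM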
Target sequence (Q15596 whole entry, looked up, the tested form may be a part): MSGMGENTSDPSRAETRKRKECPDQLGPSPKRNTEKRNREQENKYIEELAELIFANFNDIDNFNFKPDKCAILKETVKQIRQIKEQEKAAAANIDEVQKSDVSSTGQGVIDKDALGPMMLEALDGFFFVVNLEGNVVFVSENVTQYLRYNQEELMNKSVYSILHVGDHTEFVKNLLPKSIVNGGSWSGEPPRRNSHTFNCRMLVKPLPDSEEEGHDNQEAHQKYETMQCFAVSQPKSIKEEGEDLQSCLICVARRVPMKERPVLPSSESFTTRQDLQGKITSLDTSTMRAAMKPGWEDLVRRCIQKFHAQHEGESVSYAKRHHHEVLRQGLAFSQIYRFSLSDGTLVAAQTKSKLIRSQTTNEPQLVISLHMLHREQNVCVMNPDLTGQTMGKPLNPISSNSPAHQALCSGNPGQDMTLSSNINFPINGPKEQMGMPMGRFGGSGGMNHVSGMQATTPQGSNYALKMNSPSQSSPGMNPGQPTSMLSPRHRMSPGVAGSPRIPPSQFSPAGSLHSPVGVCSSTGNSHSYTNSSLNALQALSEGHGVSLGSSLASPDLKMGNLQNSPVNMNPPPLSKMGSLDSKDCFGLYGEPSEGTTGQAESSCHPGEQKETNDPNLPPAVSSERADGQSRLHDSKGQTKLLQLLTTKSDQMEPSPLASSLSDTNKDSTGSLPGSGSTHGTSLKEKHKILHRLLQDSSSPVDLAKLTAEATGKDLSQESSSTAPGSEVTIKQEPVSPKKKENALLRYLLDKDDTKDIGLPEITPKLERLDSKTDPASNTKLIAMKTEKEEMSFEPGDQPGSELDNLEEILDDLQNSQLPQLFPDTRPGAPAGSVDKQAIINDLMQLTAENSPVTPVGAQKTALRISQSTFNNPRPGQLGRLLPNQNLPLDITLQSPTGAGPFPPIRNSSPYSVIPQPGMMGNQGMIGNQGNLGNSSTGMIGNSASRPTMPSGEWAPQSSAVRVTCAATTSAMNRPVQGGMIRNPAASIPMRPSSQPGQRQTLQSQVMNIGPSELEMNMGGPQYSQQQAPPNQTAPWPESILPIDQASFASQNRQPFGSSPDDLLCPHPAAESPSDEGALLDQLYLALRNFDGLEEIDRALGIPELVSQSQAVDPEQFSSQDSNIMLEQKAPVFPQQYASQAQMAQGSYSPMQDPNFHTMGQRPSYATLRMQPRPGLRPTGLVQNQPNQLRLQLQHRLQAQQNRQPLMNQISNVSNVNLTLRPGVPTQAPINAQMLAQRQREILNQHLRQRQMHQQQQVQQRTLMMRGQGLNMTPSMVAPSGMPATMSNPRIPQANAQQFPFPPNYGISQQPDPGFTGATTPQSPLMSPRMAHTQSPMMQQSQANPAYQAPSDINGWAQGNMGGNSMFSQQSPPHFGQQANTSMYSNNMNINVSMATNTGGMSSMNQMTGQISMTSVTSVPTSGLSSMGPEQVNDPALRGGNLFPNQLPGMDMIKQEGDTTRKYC
SRC3 inh: inhibitors of human steroid receptor coactivator 3 (SRC3) | inhibition, % at 3.6 µM | AID 588352 | 360,000 compounds, 0.17% hits | HEK293 GAL4-SRC3 luciferase reporter, luminescence;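 active means inhibition above a per-campaign cutoff, the mean of all compounds plus 3 SD, cut at about 60% in these data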;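 further: 0% = DMSO-treated cells and 100% = gossypol-treated cells at 36 µM; higher means less SRC3-driven luciferase light from the GAL4 reporter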
COUP-TFII inh: blocks human COUP-TFII nuclear receptor; P24468; HEK293T NGFI-A luciferase reporter, luminescence; inhibition, % at 8.6 µM; 370,000 compounds, 0.7% hits;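 active means inhibition above a per-plate cutoff, mean inhibition of test wells between control levels plus 3 SD, cut at about 38% in these data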;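 further: cells cotransfected with COUP-TFII expression vector driving the NGFI-A reporter; 0% = median of COUP-TF2 test wells and 100% = reporter-only cells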
NCOA1 inh: inhibits human SRC1 coactivator | Q15788 | HEK293 GAL4-SRC1 luciferase reporter, luminescence | inhibition, % at 3.6 µM | 360,000 compounds, 0.12% hits | AID 588354;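 active means inhibition above the campaign mean plus 3 SD, with each screening campaign given its own cutoff, cut at about 60% in these data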;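 further: 0% = DMSO treated cells and 100% = gossypol at 36 µM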
C8 TRAIL sens: sensitizes caspase-8 expressing cells to TRAIL; inhibition (viability loss, TRAIL sensitization), % at 10 µM; 360,000 compounds, 1% hits; NB7+C8 cells + TRAIL, ATPlite viability luminescence; AID 624354;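 active means compounds causing at least 50% loss of cell viability in the single-dose screen, relative to plate controls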
KKLEB cytotox: CF airway cell cytotoxicity counter-screen; KKLEB CF airway cells viability, ATPlite luminescence, overnight; active compounds read low; cells stimulated with P. aeruginosa culture filtrate; activity change (cytotoxicity), % at 5 µM; 360,000 compounds, 0.36% hits; AID 602141;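 active means corrected activity change at or below -50% at 5 µM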
TWEAK-Fn14 inh: TWEAK-Fn14 signaling inhibition; TWEAK-stimulated Fn14 reporter cells, luciferase luminescence, 8 h; 360,000 compounds, 2% hits; inhibition, % at 10 µM; in the data active means inhibition above about 50%
TROY signal inh: TROY signaling inhibition; Q293 LMP1-TROYcd NF-kB luciferase reporter, 4 h; inhibition, % at 10 µM; 360,000 compounds, 0.98% hits; AID 1347056;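 active means compounds whose plate-normalised and pattern-corrected inhibition of the luciferase reporter signal at the single screening dose is 50% or more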
* hit, by the source's call; nt = not tested or not shown.

SMILES	LMP1 NFkB inh	NR5A2 inv ag	CF NFkB inh	SRC2 inh	SRC3 inh	COUP-TFII inh	NCOA1 inh	C8 TRAIL sens	KKLEB cytotox	TWEAK-Fn14 inh	TROY signal inh
COC(=O)c1cc(OC)c(OC)cc1NC(=O)c1cc(C(C)(C)C)oc1C	3	3	12	-5	0	24	-32	14	-18	-19	-3
CC(C)c1ccc(NC(=O)Cn2ncn3c(cc4ccccc43)c2=O)cc1	12	14	9	2	-15	12	-7	15	-8	-11	2
Cc1ccc(C2CC2C(=O)NNC(=S)Nc2cccc(C)c2)cc1 (configuration not stated)	6	11	0	2	2	14	-1	5	-1	3	-18
COc1ccccc1CC(=O)N(Cc1ccccc1)c1cccc(C)c1	7	10	13	4	25	12	-11	11	-18	3	7
Cc1ccc(NC(=O)CSc2nc3ccccc3c3nc(CCn4cncc4C)nn23)c(C)c1	-4	-1	5	6	14	0	-4	1	-19	-13	-12
Cc1cn2c(N)c(C=C3C=C(Cl)C(=O)C(Cl)=C3)c(=O)nc2s1	-11	-8	-3	-12	18	6	-8	-7	3	36	3
O=C(O)c1cc(N2C(=O)C3CC=CCC3C2=O)ccc1NCc1cccnc1 (configuration not stated)	5	0	4	-7	6	-9	-7	-19	-15	6	5
COc1cc(NC(=O)CC(C)S(=O)(=O)c2cc3c(cc2C)NC(=O)CO3)cc(OC)c1OC (configuration not stated)	-9	-4	-6	3	11	-6	-4	5	-9	-2	-8
COc1ccc(OC)c(/C=C2\SC(=S)N(Cc3cccnc3)C2=O)c1	20	12	-20	9	-4	-9	7	2	-14	1	15
COc1ccc(C(=O)Nc2ccc(S(=O)(=O)Nc3onc(C)c3C)cc2)c(OC)c1	5	-13	0	1	-7	3	-15	4	8	1	-11
COc1ccc2[nH]c3c(=O)n(Cc4ccncc4)cnc3c2c1	14	-9	10	8	12	-5	-1	24	-6	2	-7
C=CCN(C(=O)CSc1nc2c(sc3ccccc32)c(=O)n1CCN(CC)CC)c1ccccc1	12	-4	11	-15	19	8	-27	13	-13	-17	-13
O=c1cc(N2CCc3ccccc32)[nH]c(=O)n1-c1ccccc1	-16	-24	6	-34	8	-19	6	1	14	3	-6
CCN(CC(=O)Nc1ccc(C)c(F)c1)CC(=O)NC(C)(C)C	-2	-1	-12	0	2	5	-34	3	17	1	-18
O=C(N/N=C\c1ccccc1)c1ccccc1-n1cccc1	-1	13	-14	-1	-12	11	-23	-5	11	5	-8
COc1ccc(CCc2nnc(CCC(=O)N(C)Cc3ccnc4ccccc34)o2)cc1	8	25	13	10	19	40*	5	34	-16	29	4
CC(C)OCC(O)CCc1n[nH]c(=S)n1-c1ccccc1 (configuration not stated)	5	-3	-5	-2	2	-1	6	24	17	36	10
CCc1ncc(CN2CCCC(C(=O)Nc3cccc(-c4cccc(C)c4)c3)C2)cn1 (configuration not stated)	-9	6	-7	-25	-5	11	11	10	-10	14	8
Cc1ccc(C)c(NCC(O)c2ccccc2)c1 (configuration not stated)	4	-3	0	-19	9	8	1	-9	3	-4	0
CCN(c1ccccc1)S(=O)(=O)c1cccc(C(=O)Nc2cccc(C)n2)c1	-7	11	-29	4	0	6	4	0	0	-1	1

Structures from the list above that contain a halogen, in the order listed:
SMILES	LMP1 NFkB inh	NR5A2 inv ag	CF NFkB inh	SRC2 inh	SRC3 inh	COUP-TFII inh	NCOA1 inh	C8 TRAIL sens	KKLEB cytotox	TWEAK-Fn14 inh	TROY signal inh
Cc1cn2c(N)c(C=C3C=C(Cl)C(=O)C(Cl)=C3)c(=O)nc2s1	-11	-8	-3	-12	18	6	-8	-7	3	36	3
CCN(CC(=O)Nc1ccc(C)c(F)c1)CC(=O)NC(C)(C)C	-2	-1	-12	0	2	5	-34	3	17	1	-18

The listing continues:
SMILES	LMP1 NFkB inh	NR5A2 inv ag	CF NFkB inh	SRC2 inh	SRC3 inh	COUP-TFII inh	NCOA1 inh	C8 TRAIL sens	KKLEB cytotox	TWEAK-Fn14 inh	TROY signal inh
Cn1cccc1CC(=O)NNC(=S)Nc1ccc(Cl)cc1	-12	-13	1	10	-10	-8	-5	-3	3	-10	-43
CC(O)(c1ccc(F)c(F)c1)c1nc(-c2ccncc2)cs1 (configuration not stated)	nt	29	-15	-5	-2	25	5	2	8	31	18
O=C(c1ccccn1)N(Cc1ccco1)C1(C(=O)Nc2ccc(Br)cc2)CCCCC1	nt	-1	10	-7	0	7	1	-6	1	9	-15
O=C(NC1Cc2ccccc2C1)c1cc(COc2ccc(F)cc2Cl)on1	13	-4	5	-5	20	0	-1	-2	-12	-1	-17
O=C(CSc1ccc(-c2ccccc2)nn1)N1CCOCC1	-11	-11	-10	-4	-7	-22	-23	3	-11	-5	-17
O=C(CN1CCN(S(=O)(=O)c2cccs2)CC1)NCC1CCCCC1	0	-5	-5	12	5	9	-25	-4	-9	-6	1
Cc1ccc(NC(=O)CCc2ccc(C)o2)c(Br)c1	-8	-37	-13	13	-21	-10	-22	-4	7	-30	-29
COc1ccccc1OCC(O)CN1C(=O)NC(C)(C)C1=O (configuration not stated)	5	0	-19	10	-16	25	3	5	0	-14	-18
CCOc1c(C)cnc2c1c(=O)n(Cc1c(F)cccc1Cl)c(=O)n2C	-3	9	-10	9	7	32	-6	17	-2	-11	-21
CCC(C)(C)n1nnnc1C(c1cc2ccc(OC)cc2[nH]c1=O)N1CCCCC1 (configuration not stated)	-13	2	-3	-5	1	-23	-3	-6	2	11	-3
O=C1[C@@H]2C(Cc3ccc(O)cc3)NC3(C(=O)Nc4ccc(F)cc43)[C@@H]2C(=O)N1c1ccc(F)cc1 (some centres not stated)	-20	-7	-1	-16	-16	6	-18	2	-1	-3	-1
O=C(c1ccccc1-c1nc(-c2ccccc2Cl)no1)N1CCOCC1	3	25	8	22	14	1	-5	-2	-14	-2	-25
COc1ccc(C(=O)Nc2cccc(C(=O)O)c2)cc1S(=O)(=O)N1CCCC1	0	-6	36	-25	-6	10	0	2	-10	-7	-3
COc1ccc(C(=O)NNC(=O)CSc2nc(C(C)C)nc3ccccc23)cc1	3	6	14	17	6	7	12	8	-9	6	-2
Cc1cccc(N2C(=O)SC(SC(=Nc3ccccc3)Nc3ccccc3)C2=O)c1 (configuration not stated)	-5	-77	0	-46	-8	-5	-25	1	2	7	-78
O=C(N1CCOCC1)N1CCN(c2nc(-c3ccc(F)cc3)cs2)CC1	-5	-30	18	-6	-38	3	-31	18	-14	-4	1
CCCn1c(N)c(N(CCOC)C(=O)CSc2c(Cl)cccc2Cl)c(=O)[nH]c1=O	-12	20	-29	-25	8	-18	3	-27	8	8	-14
CNS(=O)(=O)c1cc(-c2nnc(Nc3ccc(NC(C)=O)cc3)c3ccccc23)ccc1C	-15	16	18	8	6	8	-20	3	0	2	-4
CCOC(=O)[C@]12CCCC=C1N(Cc1ccc3c(c1)OCO3)C(=O)[C@H](CC(=O)NCc1ccc(C)o1)C2	nt	4	nt	6	nt	-8	nt	-1	nt	-1	-11
N#Cc1cnn2c1nc(N1CCOCC1)c1ccccc12	-5	1	1	3	0	-7	-11	1	3	1	8

Sorted by value in SRC2 inh (lowest first): some entries from above.
| Structure | SRC2 inh |
| --- | --- |
| CCc1ncc(CN2CCCC(C(=O)Nc3cccc(-c4cccc(C)c4)c3)C2)cn1 (configuration not stated) | -25 |
| COc1ccc2[nH]c3c(=O)n(Cc4ccncc4)cnc3c2c1 | 8 |
| COc1ccc(OC)c(/C=C2\SC(=S)N(Cc3cccnc3)C2=O)c1 | 9 |

The listing picks up, starting 2 compounds before the break.
SMILES	LMP1 NFkB inh	NR5A2 inv ag	CF NFkB inh	SRC2 inh	SRC3 inh	COUP-TFII inh	NCOA1 inh	C8 TRAIL sens	KKLEB cytotox	TWEAK-Fn14 inh	TROY signal inh
CCOC(=O)[C@]12CCCC=C1N(Cc1ccc3c(c1)OCO3)C(=O)[C@H](CC(=O)NCc1ccc(C)o1)C2	nt	4	nt	6	nt	-8	nt	-1	nt	-1	-11
N#Cc1cnn2c1nc(N1CCOCC1)c1ccccc12	-5	1	1	3	0	-7	-11	1	3	1	8
COc1ccc(C)c2sc(N(CCN(C)C)C(=O)c3ccc4ccccc4c3)nc12	7	0	32	12	18	4	-6	-5	-14	23	13
CCCn1c(O)c(/C=C2\C=NN=C2c2ccccc2)sc1=S	9	-13	31	-10	17	-8	1	76*	20	36	7
Cc1ccc(NC(=O)c2cccc(S(=O)(=O)N(C)C3CCCCC3)c2)nc1	5	16	8	-24	12	-1	-20	-16	-7	5	9
Cc1ccccc1NC(=O)c1ccc(CSc2ncccn2)cc1	-3	-32	-5	-46	-10	-12	-35	-4	10	-9	-35
CC(C)N(CCc1ccncc1)C(=S)Nc1ccc(F)c(Cl)c1	16	-19	15	-20	-2	-6	-45	-3	-6	3	33
CC(C)(C)c1ccc(S(=O)(=O)N2CCN(CC(=O)NC(=O)NC3CCCCC3)CC2)cc1	-5	5	-11	-19	17	-2	9	5	1	-9	19
COc1ccccc1N1C(=NC(=O)C2CCCCC2)SC2CS(=O)(=O)CC21 (configuration not stated)	2	10	11	2	7	-2	-16	-14	-4	-2	-2
CC1CCC2C(=O)N(c3ccc(Cc4ccncc4)cc3)C(=O)C2C1 (configuration not stated)	14	31	10	5	21	45*	-13	40	-1	19	25
CC1CCN(S(=O)(=O)c2ccc3c(c2)oc(=O)n3CC(=O)N2CCc3ccccc3C2)CC1	0	-31	16	8	-24	2	-2	-4	-11	-15	-2
CCCc1ccc2c(C(F)(F)F)cc(C(F)(F)F)cc2n1	nt	-3	-26	-12	-38	6	10	-8	16	-16	21
O=C(COC(=O)CN1C(=O)C2CCCCC2C1=O)Nc1ccc(F)c(F)c1F (configuration not stated)	-3	-6	-11	-13	5	-15	-7	2	-9	-4	-4
COc1ccc(OC)c(/C(C)=N\NC(=O)c2cc3cc(Cl)ccc3n2C)c1	-1	-3	10	-31	10	-11	-13	29	-12	5	10
COc1ccccc1CNC(=O)c1cccc(N(C)C)c1	3	-3	-1	-16	-11	-4	-8	-1	4	1	-12
